BRCA1 expr act: BRCA1 expression activation | MCF7-BRCA1-FFLuc reporter, luminescence, 48 h; response scale: scaled: vehicle 0%, 10 µM genistein 100% | Potency, µM (highest dose often 46.1 µM), without a hit: top-dose activation, hits mostly activators | 380,000 compounds, 1.1% hits | AID 624202; also: nearly all actives have a fitted effect of over 80% in size; some results filed as inactive show a strong effect at the top dose
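Luminescence from a BRCA1-driven firefly luciferase in MCF7 cells was read after 48 h compound exposure at 37 C. Data normalized against DMSO and a 10microM genistein activation control, then curve-fitted across the titration.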
uPA generation: cell surface uPA generation inhibition. Potency, µM (series often up to 38.3 µM), without a hit: top-dose activity change, negative = inhibition, most hits filed as inhibitors. cell surface uPA generation assay, qHTS. 330,000 compounds, 0.31% hits; active = well fitted inhibition curve with a large enough effect; inconclusive = small, poorly fitted or top-dose-only effect; inactive = no such curve, though single readings can be large or run the other way; tested in mouse RAW 264.7 cells; also: % is scaled to controls: 0 for no effect and ±100 for the full control effect; nearly all actives have a fitted effect of over 55% in size
ELG1 genotox: inducers of genotoxicity in HEK293T ELG1-luciferase cells; HEK293T ELG1-luciferase reporter, luminescence, 16 h; Potency, µM (series often up to 46 µM), without a hit: top-dose activity change, positive = activation, hits mostly activators; 330,000 compounds, 1.3% hits; AID 504466; also: % of control where 0% means no effect; nearly all actives have a fitted effect of over 60% in size
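After overnight (16 hr) compound treatment at 37 °C, ELG1-luciferase HEK293T cells were lysed with ONE-Glo; luminescence quantified 30 min later at room temperature.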
p53 reactivation: re-activators of mutant p53; H1299 p53-A138V BP100-luciferase reporter, luminescence, 24 h; Potency, µM (titrated, usually from 92.2 µM), for inactives: at the highest dose activity change, positive = activation, most hits filed as activators; AID 504706; 320,000 compounds, 0.063% hits; also: % of control where 0% means no effect; nearly all actives have a fitted effect of over 45% in size
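p53-null H1299 cells stably carrying temperature-sensitive p53-A138V and a BP100-luciferase reporter were pinned with compounds (4-point, 1:5 series) and held 24 hrs at 37 deg C. Luminescence was read 10 min after detection reagent.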
* hit, by the source's call; ? = inconclusive. Unless noted, calls follow the shape of the dose curve; as a rule, active = well fitted activation curve with a large enough effect; inconclusive = small, poorly fitted or top-dose-only effect; inactive = no such curve, though single readings can be large or run the other way. Potency is read from the fitted curve at half-maximal effect. These rows are one share of the data, so the mix of outcomes need not match the whole.

canonical_smiles,BRCA1 expr act,uPA generation,ELG1 genotox,p53 reactivation
C[C@@H]1CN([C@H](C)CO)C(=O)Cc2cc(NC(=O)Nc3ccccc3)ccc2O[C@@H]1CN(C)C(=O)Nc1ccc2c(c1)OCO2,0%,2%,4%,3%
COc1ccccc1NS(=O)(=O)c1cccc(NC(=O)c2cncc(Br)c2)c1,-35%,2%,-7%,-5%
O=C(COC(=O)COc1ccccc1F)NCc1ccco1,-14%,11%,1%,3%
C=CC[C@H](CC(=O)N(CCO)Cc1ccccc1)C(=O)N[C@H](COC(=O)[C@H](CC=C)CC(=O)OC(C)(C)C)Cc1ccccc1,0%,-4%,-6%,2%
C[C@@H](c1ccccc1)N1C[C@H]2CCCN2c2cc(Br)ccc2S1(=O)=O,-34%,?,-6%,11%
CCN(CC)C(=O)CSc1nnc(SC(C)C(=O)NC2CC2)s1 (configuration not stated),-22%,2%,1%,3%
CCN(C[C@H]1N[C@@](C)(C(=O)OC)[C@H]2C(=O)N(Cc3ccccc3)C(=O)[C@@H]12)C(=O)Nc1ccc(F)cc1,5%,0%,-2%,0%
CCC(C)c1ccccc1NC(=O)CN(CC)CC(=O)Nc1ccc2c(c1)OCCO2 (configuration not stated),-17%,5%,-3%,3%
Cc1ccc(S(=O)(=O)N2C/C=C\CN(S(=O)(=O)c3ccccc3Br)CC2)cc1,0%,-6%,-4%,-4%
O=C(COC(=O)C1CC2CCCC(C1)C2=O)Nc1ccc(F)c(Cl)c1 (configuration not stated),4%,15%,0%,-2%
CN(C(=O)CSc1nc(-c2cccs2)nc2ccccc12)C1CCS(=O)(=O)C1 (configuration not stated),1%,1%,0%,-8%
NS(=O)(=O)c1cccc(NC(=O)CSc2nc3ccccc3c(=O)n2Cc2ccco2)c1,-64%,0%,-6%,-9%
O=C(COC(=O)/C=C/c1cccc(Cl)c1)Nc1c(F)cccc1F,-3%,-1%,-2%,-3%
COc1cc(C(=O)OCc2cc(=O)n3ccsc3n2)ccc1OC(C)C,-17%,0%,7%,25%
CC[C@]1(C(=O)OC)[C@H]2C(=O)N(Cc3ccccc3)C(=O)[C@H]2[C@H]2CN=C(SCC3CC3)N21,2%,0%,0%,-9%
CC(=O)c1ccccc1NC(=O)COC(=O)c1cc[n+]([O-])cc1,-2%,12%,-1%,-1%
Cc1ccc(S(=O)(=O)CCC(=O)Nc2sccc2C(N)=O)cc1,-24%,-2%,-3%,26%
CCOC(=O)c1c(NC(=O)COC(=O)c2cccnc2OCC)sc(C(=O)N(CC)CC)c1C,-23%,0%,-6%,-3%
CC(C)N(C(=O)[C@H]1CC(CC(=O)NCCc2ccccn2)C(=O)N2CCc3c([nH]c4ccccc34)[C@]12C)C(C)C (some centres not stated),-15%,11%,0%,-2%
Cc1cccc(C(=O)OCC(=O)N2CC(=O)Nc3ccccc32)c1C,-32%,-7%,2%,-13%
O=C(COC(=O)C1CCCCC1)Nc1cccc(F)c1,-1%,2%,1%,9%
C[C@]12c3[nH]c4ccccc4c3CCN1C(=O)C(CC(=O)NCc1cccc(C(F)(F)F)c1)C[C@@H]2C(=O)N1CCCCC1 (some centres not stated),-37%,?,-8%,-7%
COc1ccc(NC(=O)COC(=O)C23CC4CC(CC(O)(C4)C2)C3)cc1Cl,6%,-1%,?,?
O=C1CN(C(=O)COC(=O)c2ccc(Cl)c(S(=O)(=O)N3CCCCC3)c2)c2ccccc2N1,-13%,?,6%,-4%
CCN(CC)C(=O)[C@H]1C[C@H](CC(=O)NCCc2ccccn2)C(=O)N2CCc3c([nH]c4cc(-c5ccco5)ccc34)[C@]12C,-3%,7%,1%,0%
Cc1c(NS(=O)(=O)c2cc(C(=O)NCc3cccnc3)ccc2Cl)c(=O)n(-c2ccccc2)n1C,-23%,4%,4%,-1%
CCCCNc1c(-c2ccc(OC)c(SC3CCCCC3)c2)nc2ccc(Cl)cn12,0%,?,-3%,-2%
C#CCOCCOCCOCCNc1nc(N2CCN(C(=O)[C@H](CCCN=C(N)N)n3cc(C(N)[C@@H](C)CC)nn3)CC2)nc(N2CCN(C(=O)[C@H](CCC(=O)O)n3cc([C@@H](N)[C@H](C)CC)nn3)CC2)n1 (some centres not stated),0%,-4%,-1%,-5%
COc1ccc(-c2sc3ccc(OC)cc3c2C#Cc2cncn2C)cc1,-72%,-21%,-2%,-4%
CCOC(=O)[C@H]1[C@H]2COc3ccccc3[C@@H]2N2C(=O)CN(Cc3ccccc3)C(=O)[C@@]12C,-4%,8%,1%,-1%
CC(C)N(C(=O)[C@H]1CC(CC(=O)NCCN2CCOCC2)C(=O)N2CCc3c([nH]c4ccccc34)[C@]12C)C(C)C (some centres not stated),-5%,-5%,3%,-2%
CC1CCCN(C(=O)COC(=O)COc2ccc(C#N)cc2)C1 (configuration not stated),1%,4%,0%,4%
CN(CC(=O)Nc1ccccc1Cl)C(=O)c1ccc(Cl)c(S(=O)(=O)N2CCCCCC2)c1,-39%,-5%,-7%,1%
CC(=O)C[C@H](O)CC(=O)[C@H]1OC(=O)CCCCCc2ccccc21,0%,15%,1%,3%
COCCN(C(=O)c1cc(-c2ccco2)nc2ccccc12)c1c(N)n(Cc2ccccc2)c(=O)[nH]c1=O,1%,9%,-1%,4%
C=CC[C@H](CC(=O)NCCO)C(=O)N[C@H](COC(=O)[C@H](CC=C)CC(=O)OC(C)(C)C)Cc1c[nH]c2ccccc12,-15%,9%,-6%,-4%
COc1cc(OC)cc(-c2sc3ccc(OC)cc3c2C#CCO)c1,-43%,-2%,-2%,-3%
COc1ccc(NC(=O)Nc2ccc3c(c2)C(=O)N([C@H](C)CO)C[C@H](C)[C@@H](CN(C)C(=O)Nc2ccc4c(c2)OCO4)O3)cc1,10%,13%,3%,5%
CCCCC[C@@H]1C=C(C(=O)O)[C@H](c2cccc(C)c2)N1S(=O)(=O)c1ccc(C)cc1,0%,-8%,-1%,-3%
CCN(CC)C(=O)[C@H]1C[C@H](CC(=O)NCc2ccco2)C(=O)N2CCc3c([nH]c4cc(CCC(=O)N(C)C)ccc34)[C@]12C,0%,-6%,5%,0%
Cc1cccc(NC(=O)CN2C(=O)NC3(CCCCCCC3)C2=O)c1C,-5%,5%,-3%,-9%
O=C(CNC(=O)c1ccco1)NNC(=O)c1ccc(Br)cc1,-2%,10%,-1%,5%
O=C(Cn1c(=O)cnc2ccccc21)Nc1cc(Cl)ccc1N1CCOCC1,-7%,4%,1%,-3%
CCc1ccc([C@H]2C(C(=O)O)=C[C@@H](CC)N2S(=O)(=O)c2ccc(C)cc2)cc1,4%,-25%,-1%,0%
CC(C)(C)OC(=O)N1CCCC(C(=O)Nc2ccc(C(=O)N3CCOCC3)cc2)C1 (configuration not stated),6%,2%,2%,-3%
CC(C)(C)c1ccccc1NC(=O)c1cc(-c2ccncc2)nc2ccccc12,-33%,-5%,-12%,-12%
CN(Cc1cccs1)C(=O)c1ccc(Cl)c(S(=O)(=O)N2CCCCCC2)c1,-36%,-2%,-5%,2%
Fc1ccc2cc(-c3ccsc3)ncc2c1,-26%,-13%,?,28%
COc1ccc(C2=Nn3c(nnc3-c3ccccc3OC)SC2)cc1OCC1CC1,-53%,?,?,0%
COc1cc(CCCN2CCNC[C@@H]2c2ccccc2)cc(OC)c1OC,11%,-7%,-2%,1%

Continuation.
compound,BRCA1 expr act,uPA generation,ELG1 genotox,p53 reactivation
C#CCOCCOCCOCCNc1nc(N2CCN(C(=O)C([C@@H](C)O)n3cc([C@@H](N)CCCCN)nn3)CC2)nc(N2CCN(C(=O)C([C@@H](C)O)n3cc([C@@H](N)CCCCN)nn3)CC2)n1 (some centres not stated),-8%,1%,3%,1%
CC1CCCN(S(=O)(=O)c2cccc(C(=O)NCC3CCCO3)c2)C1 (configuration not stated),-3%,1%,3%,-1%
Clc1ccc(-c2cnnc(-c3ccccn3)n2)cc1,?,?,21µM*,?
COc1ccccc1NS(=O)(=O)c1cccc(C(=O)N2CCCC2)c1,5%,?,-1%,-4%
COc1ccc(CC(=O)Nc2ccc(S(=O)(=O)N3CCCC3)cc2)cc1OC,-28%,-3%,2%,-4%
CCN(C(=O)c1ccc(Cl)c(S(=O)(=O)Nc2c(C)n(C)n(-c3ccccc3)c2=O)c1)c1ccccc1,-3%,-9%,1%,4%
O=C(COC(=O)CN1C(=O)NC2(CCCC2)C1=O)NCc1ccc(Cl)cc1Cl,-27%,2%,13%,2%
C[C@H](NC(=O)c1ccccc1)C(=O)OCC(=O)Nc1sccc1C(N)=O,1%,-1%,0%,0%

Two of the compounds above, field by field.
> CCCCC[C@@H]1C=C(C(=O)O)[C@H](c2cccc(C)c2)N1S(=O)(=O)c1ccc(C)cc1
  BRCA1 expr act: 0% | uPA generation: -8% | ELG1 genotox: -1% | p53 reactivation: -3%

> CCN(CC)C(=O)[C@H]1C[C@H](CC(=O)NCc2ccco2)C(=O)N2CCc3c([nH]c4cc(CCC(=O)N(C)C)ccc34)[C@]12C
  BRCA1 expr act: 0% | uPA generation: -6% | ELG1 genotox: 5% | p53 reactivation: 0%

Grouped by structure: the compounds so far with a COOH group.
compound,BRCA1 expr act,uPA generation,ELG1 genotox,p53 reactivation
C#CCOCCOCCOCCNc1nc(N2CCN(C(=O)[C@H](CCCN=C(N)N)n3cc(C(N)[C@@H](C)CC)nn3)CC2)nc(N2CCN(C(=O)[C@H](CCC(=O)O)n3cc([C@@H](N)[C@H](C)CC)nn3)CC2)n1 (some centres not stated),0%,-4%,-1%,-5%
CCCCC[C@@H]1C=C(C(=O)O)[C@H](c2cccc(C)c2)N1S(=O)(=O)c1ccc(C)cc1,0%,-8%,-1%,-3%
CCc1ccc([C@H]2C(C(=O)O)=C[C@@H](CC)N2S(=O)(=O)c2ccc(C)cc2)cc1,4%,-25%,-1%,0%

Remaining list, next part:
compound,BRCA1 expr act,uPA generation,ELG1 genotox,p53 reactivation
Cc1ccc(CC(NC(=O)C2CCCCC2)C(=O)O)cc1 (configuration not stated),7%,14%,-1%,-2%
CC(C)NC(=O)N(C)C[C@H]1Oc2ccc(NC(=O)c3ccncc3)cc2C(=O)N([C@H](C)CO)C[C@@H]1C,2%,-14%,3%,1%
CC(C)C(=O)N1CCN(c2ccccc2NC(=O)c2ccc(Br)o2)CC1,-32%,2%,-4%,-7%
CC(=O)Nc1ccc(S(=O)(=O)N(C)c2ccc(OCCOc3ccccc3F)cc2)cc1,3%,1%,1%,-5%
C[C@]12C=C[C@H](O)CC1=CCC1C2CC[C@@]2(C)C1CCC21OCCO1 (some centres not stated),-38%,-1%,-3%,4%
COc1ccccc1N1CCN(C(=O)c2cccc(S(=O)(=O)Nc3ccccc3F)c2)CC1,-23%,-16%,-3%,7%
COc1ccc(/C=C/C(=O)Nc2cc(S(=O)(=O)N3CCOCC3)ccc2OC)cc1,-4%,-3%,1%,-6%
C[C@H](NS(=O)(=O)c1ccccc1)C(=O)N1CCN(C(c2ccccc2)c2ccccc2)CC1,-55%,?,-5%,-2%
N#CCCN(C(=O)COC(=O)/C=C/c1cccs1)c1ccccc1,-3%,-3%,0%,-8%
O=C(Cn1cnc2c(OCc3ccccc3)ncnc21)NCc1ccc2[nH]ccc2c1,-19%,?,-3%,-6%
COc1ccc(-c2sc3cc(OC)c(OC)cc3c2-c2ccc(O)cc2)cc1,-22%,-26%,1%,2%
C[C@H]1CN([C@@H](C)CO)C(=O)c2cc(NC(=O)C3CCCCC3)ccc2O[C@H]1CN(C)Cc1ccc(-c2ccccc2)cc1,-47%,?,-4%,10%
CC(=O)c1ccc(OCCCC(=O)Nc2nnc(C3CC3)s2)cc1,-16%,9%,?,7%
CC(C)CC1(C)NC(=O)N(CC(=O)Nc2ccc(F)c(F)c2F)C1=O (configuration not stated),2%,12%,0%,1%
CN(C(=O)CSc1nnnn1-c1ccc(O)cc1)C1CCCCC1,19%,-4%,1%,7%
CCCCCCC[C@@H](C/C=C/CCC(=O)O)OC,-6%,2%,0%,-5%
CCCc1cc(=O)[nH]c(SCC(=O)Nc2ccc(N3CCCCC3)cc2)n1,-22%,4%,1%,13%
CC(=O)c1ccc(NC(=O)CN2C(=O)NC3(CCCc4ccccc43)C2=O)cc1 (configuration not stated),1%,19%,1%,-4%
Nc1cc(C(=O)OCC(=O)NCCC2=CCCCC2)ccc1Cl,1%,7%,0%,11%
